# From PubChem BioAssay
# HePTP inh: blocks human HePTP tyrosine phosphatase; P35236; recombinant HePTP phosphatase activity, OD absorbance; inhibition, % at 20 µM; 110,000 tested, 0.64% active; AID 521; in the data active = inhibition above about 50%;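 also: plate controls were vehicle for no effect and reference inhibitor for full effect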
# Target sequence (P35236 whole entry, looked up): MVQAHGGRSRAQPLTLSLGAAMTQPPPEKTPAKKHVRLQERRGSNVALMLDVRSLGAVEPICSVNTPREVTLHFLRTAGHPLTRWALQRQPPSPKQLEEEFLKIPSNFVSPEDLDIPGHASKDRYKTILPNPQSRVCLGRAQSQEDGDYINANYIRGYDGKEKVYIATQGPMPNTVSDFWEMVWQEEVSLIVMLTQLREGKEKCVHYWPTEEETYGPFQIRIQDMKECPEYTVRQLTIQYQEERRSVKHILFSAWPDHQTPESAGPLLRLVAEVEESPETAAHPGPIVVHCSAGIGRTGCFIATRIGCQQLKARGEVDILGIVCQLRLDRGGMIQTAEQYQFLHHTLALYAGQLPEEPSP
# BAP1 block: blocks human BAP1 ubiquitin-AMC hydrolysis. Q92560. recombinant BAP1, Ub-AMC hydrolysis fluorescence kinetic; stronger effect = lower value. activity remaining (% of control), % at 20 µM. 72,000 tested, 0.48% active. AID 436;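 active = activity remaining at or below 50% of control, provided the compound also passes the data quality filters; inactive = the rest, including low values that fail the filters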;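 also: 100% = DMSO wells rate and 0% = substrate alone blank rate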
# Target sequence (Q92560 whole entry, looked up): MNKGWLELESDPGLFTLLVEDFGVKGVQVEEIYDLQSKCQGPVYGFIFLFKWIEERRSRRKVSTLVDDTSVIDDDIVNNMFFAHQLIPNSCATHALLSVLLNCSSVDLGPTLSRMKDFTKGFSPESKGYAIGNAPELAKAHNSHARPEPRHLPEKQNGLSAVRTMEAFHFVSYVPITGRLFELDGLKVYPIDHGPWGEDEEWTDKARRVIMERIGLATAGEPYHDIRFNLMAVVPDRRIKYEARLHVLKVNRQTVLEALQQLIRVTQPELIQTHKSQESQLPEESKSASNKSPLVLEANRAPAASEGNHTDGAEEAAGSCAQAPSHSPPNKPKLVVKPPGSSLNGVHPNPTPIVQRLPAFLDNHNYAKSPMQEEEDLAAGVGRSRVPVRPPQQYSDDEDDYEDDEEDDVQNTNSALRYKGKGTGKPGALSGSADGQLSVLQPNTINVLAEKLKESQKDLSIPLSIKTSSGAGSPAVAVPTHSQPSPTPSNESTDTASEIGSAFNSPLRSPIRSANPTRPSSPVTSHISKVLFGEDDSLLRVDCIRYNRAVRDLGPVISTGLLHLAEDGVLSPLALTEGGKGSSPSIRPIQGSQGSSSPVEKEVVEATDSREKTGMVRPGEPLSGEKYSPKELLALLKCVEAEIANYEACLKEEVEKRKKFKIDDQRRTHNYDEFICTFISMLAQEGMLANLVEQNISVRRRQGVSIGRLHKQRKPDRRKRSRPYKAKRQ
# * marks the source's active call; other numbers are inactive results; · = not tested or not shown; & = joins results of further samples.
# Each structure is followed by: HePTP inh | BAP1 block
COc1ccccc1Cc1noc(C(C)(C)NC(=O)c2ccccc2)n1
  1 | 118
COc1cc(Br)c(/C=N/Nc2ccc(Br)cc2)cc1OC
  -4 | ·
COc1ccc(NS(=O)(=O)c2ccc(F)cc2)c([N+](=O)[O-])c1
  10 | ·
Cc1cc(NS(=O)(=O)c2ccc(NC(=O)CCCOc3ccc(Cl)cc3)cc2)no1
  2 | 113
O=C(O)C1CCCCC1C(=O)Nc1nc(-c2ccc([N+](=O)[O-])cc2)cs1 (stereo not drawn)
  4 | ·
O=C(/C=C\c1ccccc1)Nc1ccc2nn(-c3ccc(F)cc3)nc2c1
  61* | ·
Brc1ccc(-c2csc(/N=C/N3CCOCC3)n2)cc1
  -10 | 100
CN(C)c1ccc(NS(=O)(=O)c2ccccc2[N+](=O)[O-])cc1
  2 | ·
Cc1ncc(C[n+]2csc(CCOC(=O)CC34CC5CC(CC(C)(C5)C3)C4)c2C)c(N)n1
  0 | ·
Cc1cc(-n2c(C)cc(C(=O)CN3C(=O)NC4(CCCCC4)C3=O)c2C)no1
  -11 | 106
CC1(C)CNC(=O)c2sc(NC(=O)CN3CCOCC3)nc2C1
  4 | 63
O=C(Nc1ccc(Cl)cc1)N(Cc1cccnc1)Cc1ccco1
  10 | 94
COC(=O)[C@H]1C2CCC(C(=O)OC)(CC2)[C@H]1C(=O)OC
  0 | 105
CC(C)(C)c1cc(/C=N/Nc2nnc3c(n2)[nH]c2ccccc23)cc(C(C)(C)C)c1O
  8 | ·
O=C(Nc1ccccc1)NC1CS(=O)(=O)CC1O (stereo not drawn)
  2 | 88
O=[N+]([O-])c1ccccc1S(=O)(=O)Nc1cccc2cccnc12
  · | 57
COc1ccc(C)cc1NC(=O)CN1C(=O)c2ccccc2S1(=O)=O
  8 | 102
COc1ccccc1N=Cc1c(O)n(-c2ccccc2Cl)c(=O)[nH]c1=O
  -6 | ·
COc1ccc(OC)c(NC(=O)c2cnccn2)c1
  -10 | ·
COc1cc(OC)cc(C(=O)N2CCN(Cc3cccc([N+](=O)[O-])c3)CC2)c1
  8 | ·
O=C(CCSc1nc(-c2ccco2)cc(C(F)(F)F)n1)Nc1ccc2c(c1)OCO2
  -3 | ·
N[C@H](C(=O)O)[C@H]1C[C@@H]1C(=O)O
  · | 79
OC(C#CCN1CCCCC1)c1ccccc1 (stereo not drawn)
  6 | 107
O=C(Nc1ccc(O)c(-c2nc3ccccc3s2)c1)c1cc([N+](=O)[O-])ccc1Cl
  4 | ·
Cc1ccc(-c2noc(CCC(=O)NCCCN3CCN(c4ccc(F)cc4)CC3)n2)cc1
  8 | 103
CCOC(=O)NC(Nc1cc(F)ccc1C)(C(F)(F)F)C(F)(F)F
  11 | ·
Nc1c(Cl)cc(-c2nc3ccccc3o2)cc1Cl
  -11 | ·
CSCCC1NC(=S)N(c2ccccc2)C1=O (stereo not drawn)
  -7 | ·
O=C1C(=O)N(CN2CCOCC2)c2ccc(Br)cc21
  4 | ·
O=C1CSC(=Nc2ccc(Br)cc2)N1
  7&2 | ·
O=C(c1oc2ccccc2c1CSCc1ccccc1)N1CCN(c2ncccn2)CC1
  0 | ·
Cc1cc(N2CCN(c3ccccc3)CC2)nc(NCc2ccccc2)n1
  10 | 107
c1ccc(-c2ccc(OCCCn3cncn3)cc2)cc1
  2 | 96
COc1cccc(C2=NO[C@@H]3C(=O)N(Cc4ccccc4)C(=O)[C@H]23)c1OC
  3 | 108
CCn1c2c(c3cc(Cl)ccc31)CCCC2=O
  6 | 97
Cc1cccc(C)c1OCC(=O)Nc1cccc(-c2nnc(-c3ccccc3)o2)c1
  -10 | ·
C=CCn1c(SCC(=O)NCCCO)nc2sc3c(c2c1=O)CCC3
  -6 | ·
CCSc1nnc(NC(=O)CSc2ncccn2)s1
  1 | 90
CC1CCCC(NC(=O)CSc2nnnn2C)C1C (stereo not drawn)
  6 | ·
COC(=O)C(O)(CC(=O)Nc1ccc(OC(F)(F)F)cc1)C(F)(F)F (stereo not drawn)
  4 | 62
CC(NC(=O)C1CCC1)c1ccccc1 (stereo not drawn)
  -3 | 76
Cc1ccc(-c2nc3sc4c(c3c(=O)[nH]2)CCCC4)cc1
  -1 | ·
Cc1ccc(N(CC(=O)O)S(=O)(=O)c2ccccc2)c(C)c1
  5 | ·
COCCN(C(=O)CN1CCc2ccccc2C1)c1c(N)n(Cc2ccccc2)c(=O)[nH]c1=O
  5 | 93
Cc1cc(=O)[nH]c(SCC(=O)Nc2ccc(S(N)(=O)=O)cc2)n1
  -3 | ·
CCc1ccc(S(=O)(=O)NCc2cn3c(C)csc3n2)s1
  -1 | 97
O=C(NCc1ccco1)C(c1ccco1)N(C(=O)Cn1nnc2ccccc21)c1ccc2c(c1)CCC2 (stereo not drawn)
  4 | 100
O=C(c1ccc(F)cc1)N1CCN(C2CC3CCC2C3)CC1 (stereo not drawn)
  2 | 95
O=C(Cc1ccc(Cl)cc1)Nc1ccc2oc(-c3ccccc3)nc2c1
  · | 199
O=C(c1cccc(Br)c1)N1CCN(c2ccc(Cl)cc2[N+](=O)[O-])CC1
  5 | ·
CCOc1ccccc1/C=C1/C(=O)NC(=O)N(c2ccc(C)cc2)C1=O
  2 | ·
CC(=Nc1ccncc1)C1=C(O)CC(C)(C)CC1=O
  -10 | ·
CCn1nc(C(C)C(=O)O)c2ccccc2c1=O (stereo not drawn)
  -18 | ·
O=C(Nn1cnnc1)c1ccc(F)cc1
  -18 | ·
CN1C(=O)NC(=O)/C(=C/c2ccc(O)c(Br)c2)C1=O
  -9 | ·
CC(C(=O)N1CCOCC1)N1c2cccc3cccc(c23)S1(=O)=O (stereo not drawn)
  8 | 122
Cc1ccc(S(=O)(=O)Oc2ccc(/C=C3\SC(N)=NC3=O)cc2)cc1
  -4 | ·
Nc1cccc(-c2nnc(-c3ccccc3)o2)c1
  -12 | ·
C=C(Br)Cn1c(COc2ccccc2)nc2ccccc21
  0 | ·
Cc1ccc(C(=O)NCCn2cc(SCC(=O)Nc3nnc(C)s3)c3ccccc32)cc1
  -2 | 91

# Part of the list above, with tabs.
SMILES	HePTP inh	BAP1 block
COCCN(C(=O)CN1CCc2ccccc2C1)c1c(N)n(Cc2ccccc2)c(=O)[nH]c1=O	5	93
O=C1C(=O)N(CN2CCOCC2)c2ccc(Br)cc21	4	·

# Full records from above. Values in the order: HePTP inh, BAP1 block
# `COCCN(C(=O)CN1CCc2ccccc2C1)c1c(N)n(Cc2ccccc2)c(=O)[nH]c1=O` in the list: 5, 93
# `O=C(c1cccc(Br)c1)N1CCN(c2ccc(Cl)cc2[N+](=O)[O-])CC1` in the list: 5, ·

# Some of the entries above, set out differently.
HePTP inh | BAP1 block | smiles
-3 | · | O=C(CCSc1nc(-c2ccco2)cc(C(F)(F)F)n1)Nc1ccc2c(c1)OCO2
-11 | · | Nc1c(Cl)cc(-c2nc3ccccc3o2)cc1Cl
0 | 105 | COC(=O)[C@H]1C2CCC(C(=O)OC)(CC2)[C@H]1C(=O)OC
-11 | 106 | Cc1cc(-n2c(C)cc(C(=O)CN3C(=O)NC4(CCCCC4)C3=O)c2C)no1

# (listing goes on)
# Each structure is followed by: HePTP inh | BAP1 block
Oc1ccc(Br)cc1C1Nc2cccc3cccc(c23)N1
  · | 54
COc1cc(OC)cc(-c2nnc(SCC(=O)N3c4ccccc4Sc4ccccc43)o2)c1
  -4 | ·
COc1cccc(NC(=O)C2COc3ccccc3O2)c1 (stereo not drawn)
  2 | ·
Cc1cc(C)c(NS(=O)(=O)c2cccc3c2C(=O)c2ccccc2C3=O)c(C)c1
  -11 | ·
Cn1c(=O)c(=O)n(C)c2cc(S(=O)(=O)N3CCC(Cc4ccccc4)CC3)ccc21
  -7 | 131
O=C1c2ccccc2-c2ccc(Br)c3cccc1c23
  · | 157
COc1ccc2nc3oc(C(=O)NCc4cccs4)cc3cc2c1
  28 | 119
CCc1cc(=O)oc2cc(OCc3ccccc3Cl)ccc12
  1 | ·
COc1cc(/C=C2\C(=O)NC(=S)N(c3ccc(F)cc3)C2=O)ccc1O
  -3 | ·
N#C/C(=C/Nc1ccc(F)cc1)c1nc(-c2ccccc2)cs1
  -5 | ·
COCC(=O)Nc1nc2n(n1)C(c1ccccc1)CC(c1ccc(OC)cc1)N2 (stereo not drawn)
  7 | 115
CCc1ccc(NC(=O)CS(=O)CC(=O)NCC2OCCc3ccccc32)cc1 (stereo not drawn)
  2 | 87
O=C(NCc1cccnc1)c1ccc2ccccc2c1
  4 | ·
C=C(C)c1cccc(C(C)(C)NC(=O)Nc2ccc(C(=O)N3CCOCC3)cc2)c1
  0 | ·
COC(=O)c1ccc(Cn2cnc3c(sc4nc(N5CCOCC5)c5c(c43)CCCC5)c2=O)o1
  7 | ·
O=C(Nc1ccccc1C(=O)N1CCN(Cc2ccccc2)CC1)c1ccccc1F
  -4 | ·
COc1cccc(C(c2nnnn2Cc2ccc(F)cc2)N2CCC(C(N)=O)CC2)c1OC (stereo not drawn)
  7 | 94
CCn1c2ccccc2c2cc(C3N=C(N)Nc4nc5ccccc5n43)ccc21 (stereo not drawn)
  -1 | 87
COc1ccccc1NC(=O)c1ccc(N(Cc2ccccc2)S(C)(=O)=O)cc1
  6 | ·
Cc1cccc2cc(C(c3nnnn3Cc3ccccc3)N3CCN(c4ccccc4)CC3)c(=O)[nH]c12 (stereo not drawn)
  7 | 54
CCCC(=O)NCCCCNC(=O)CCC
  2 | 96
CC(C)OC(=O)CC1=NC(=O)CS1
  -1 | 91
O=[N+]([O-])c1ccc(CN2CCN(Cc3cc(Br)ccc3O)CC2)cc1
  5 | ·
Cc1cc(C(=O)CSc2nnnn2-c2ccc(Cl)cc2)c(C)n1CC1CCCO1 (stereo not drawn)
  5 | 56
CCOCc1nc(N)[nH]c(=O)c1Cc1ccc(OC(C)C)cc1
  5 | 81
COc1ccc(C)cc1NC(=O)COc1ccc(Cl)cc1C
  11 | ·
CCOc1ccc(Nc2nc(O)c(C3=c4cc(Br)ccc4=NC3=O)s2)cc1
  0 | ·
C=CCn1c(SCc2nc3ccccc3[nH]2)nnc1-c1ccncc1
  -3 | 98
COc1ccc(COCC(O)CN2CC(C)OC(C)C2)cc1OC (stereo not drawn)
  8 | ·
CCc1ccc(-c2cc(C(=O)N3CCN(c4cccc(Cl)c4)CC3)c3ccccc3n2)cc1
  -19 | ·

# Taken from above:
# `Cn1c(=O)c(=O)n(C)c2cc(S(=O)(=O)N3CCC(Cc4ccccc4)CC3)ccc21` in HePTP inh has -7
# `CCOCc1nc(N)[nH]c(=O)c1Cc1ccc(OC(C)C)cc1` in HePTP inh has 5
# `COc1cc(OC)cc(-c2nnc(SCC(=O)N3c4ccccc4Sc4ccccc43)o2)c1` in HePTP inh has -4
# `O=C(Nc1ccccc1C(=O)N1CCN(Cc2ccccc2)CC1)c1ccccc1F` in HePTP inh has -4
# `CCc1ccc(NC(=O)CS(=O)CC(=O)NCC2OCCc3ccccc32)cc1` (stereo not drawn) in HePTP inh has 2
# `O=C1c2ccccc2-c2ccc(Br)c3cccc1c23` in BAP1 block has 157

# Next section
# Each structure is followed by: HePTP inh | BAP1 block
O=C(NCCO)c1ccc(CSc2nc3sc4c(c3c(=O)[nH]2)CCCC4)cc1
  3 | ·
CCN1CCN(c2ncc(C(=O)Nc3cc(Cl)ccc3OC)c3ccccc23)CC1
  4 | 125
CCOc1ccc(C(=O)COC(=O)c2cccc(I)c2)cc1
  2 | ·
Oc1sc(-c2ccccc2)cc1C=NCCN=Cc1cc(-c2ccccc2)sc1O
  · | 67
CC(C)=C(NC(=O)c1ccccc1)C(=O)NCCCC(=O)O
  -1 | 90
COc1cc(C(=O)N2CCN(C3C4CC5CC(C4)CC3C5)CC2)cc(OC)c1OC (stereo not drawn)
  -5 | ·
COc1cc(OC)c(OC)cc1CN1CCN(C(=O)c2ccc(OC)c(OC)c2)CC1
  -3 | ·
COc1cc(-c2nc3cnccc3n2C)cc(OC)c1OC
  5 | 115
CCOC(=O)c1c(NC(=O)c2cccc(OC)c2)sc2c1CCC2
  8 | ·
COc1ccc(NC(=O)CN(c2ccccc2)S(=O)(=O)c2ccccc2[N+](=O)[O-])c(OC)c1
  10 | ·
Cc1nnc(SCC(=O)Nc2sc3c(c2C#N)CCCC3)s1
  · | 94
Cc1occc1C(=O)Nc1cccnc1
  2 | 51
Cc1ccc(S(=O)(=O)N(C)Cc2nc(-c3ccccn3)no2)cc1
  · | 167
CC(=O)Oc1ccccc1C(=O)Oc1ccc(/C=N/n2cnnc2)cc1
  7 | 95
COc1cccc(N2C(=O)C=C(C)C2=O)c1
  3 | ·
Brc1ccc(Sc2nc3ccccc3[nH]2)cc1
  -7 | ·
CCOc1ccccc1NC(=O)c1c(NC(=O)c2ccccc2F)sc2c1CCC(C)C2 (stereo not drawn)
  0 | ·
CC(=O)c1ccc(OCCCC(=O)OCC(=O)N2CCN(c3ccccc3)CC2)cc1
  -7 | 102
O=c1cc(N2CCc3ccccc3C2)[nH]c(=O)n1Cc1ccc(F)cc1
  4 | 69
CSc1nc2c(c(=O)n1Cc1ccccc1)SC(C)C2 (stereo not drawn)
  · | 91
CC1(C(=O)CSc2nc3ccccc3s2)CCC(=O)O1 (stereo not drawn)
  12 | 161
CCn1c(/C=N/NC(=O)c2ccccc2)nc2ccccc21
  -2 | ·
Cc1ccc2c(c1)[C@H]1OCC[C@H]1[C@@H](c1ccncc1)N2
  -5 | 97
Cc1cc(C)c(NC(=O)Cn2cnc3c2c(=O)n(C)c(=O)n3C)c(C)c1
  -9 | ·
CC(=O)c1c(N)nc2n(c1=O)CCCCC2
  2 | 82
COc1ccc2cc(C(c3nnnn3C(C)(C)C)N3CCc4ccccc4C3)c(=O)[nH]c2c1 (stereo not drawn)
  12 | ·
CCOC(=O)Cc1csc(NC(=O)c2cnc3scc(C)n3c2=O)n1
  4 | 74
COc1ccc(-c2[nH]c(-c3cccc(OC)c3)nc2SCC(=O)NCc2ccco2)cc1
  6 | 90
C=CCn1c(C)cc(C(=O)CSc2nnc(-c3cccc(S(=O)(=O)N(CC)CC)c3)o2)c1C
  -10 | 59
Cc1[nH]c(=O)[nH]c(=O)c1S(=O)(=O)N1CCCC(C(=O)NCCc2ccccc2)C1 (stereo not drawn)
  4 | 112
O=C(Nc1ccccc1)c1cc(S(=O)(=O)N2CCCc3ccccc32)cs1
  · | 86
